DNA FID counter: counter-screen for HCV NS3 helicase inhibitors: DNA intercalator displacement. DNA fluorescent intercalator displacement, fluorescence. inhibition, % at 7.9 µM. 0.17% of 290,000 active; in the data active = inhibition above about 37%;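 note: 0% = vehicle and 100% = reference compound; higher means more ethidium bromide displaced from hairpin DNA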
HCV NS3 hel inh: HCV NS3 helicase inhibition | inhibition, % at 10.9 µM | NS3 helicase DNA unwinding, Cy5 molecular beacon fluorescence | 0.56% of 290,000 active | AID 1800;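 active = inhibition above the mean of all tested compounds plus 3 SD, set per campaign, cut at about 35% in these data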;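 note: 0% = DMSO wells and 100% = thioflavine S control wells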
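Control set: DMSO versus 110 µM thioflavine S; Material: NS3 helicase fragment of HCV; Measured by: Cy5 fluorescence at 0 and 60 min, beacon hairpin quenching; Read-out basis: percent inhibition from t60/t0 fluorescence ratio; Times: reaction time 60 min, 25 °C; Repeats: single replicate; Compound dosing: single dose, 10.9 µM nominal final, DMSO 0.8% final.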
VIM-2 inhibitor: blocks Pseudomonas aeruginosa VIM-2 metallo-beta-lactamase | purified VIM-2, nitrocefin hydrolysis, epi-absorbance fluorescence | 0.89% of 290,000 active | inhibition, % at 5.6 µM | AID 1527;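 active = inhibition above the mean of all tested compounds plus 3 SD, cutoff set per screening run, cut at about 7.5% in these data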;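 note: red hydrolysis product quenches plate fluorescence so inhibitors raise well fluorescence; 0% = enzyme with DMSO and 100% = DMSO without enzyme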
PHOSPHO1 block: blocks human PHOSPHO1 phosphatase activity. Q8TCT1. recombinant PHOSPHO1, absorbance phosphatase assay. inhibition, % at 13.3 µM. 1.1% of 290,000 active; in the data active = inhibition above about 60%
IDE cell activ: activators of human insulin-degrading enzyme in cells; HEK cells, FAbeta-B cleavage, fluorescence polarization; 0% vehicle, 100% cell-free pure enzyme wells; activation, % at 5.96 µM; 0.073% of 340,000 active; AID 493087;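 active = activation above the mean of all tested compounds plus 3 SD, set per screening campaign, cut at about 17% in these data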
UBC9 SUMO inh: SUMOylation inhibition; P63279; HTRF SUMOylation assay, SAE1/SAE2 + UBC9, in vitro; inhibition, % at 35 µM; 0.36% of 290,000 active; in the data active = inhibition above about 50%, passing the limit was not always enough; note: strong numbers were not always called active
Target sequence (P63279 whole entry, looked up): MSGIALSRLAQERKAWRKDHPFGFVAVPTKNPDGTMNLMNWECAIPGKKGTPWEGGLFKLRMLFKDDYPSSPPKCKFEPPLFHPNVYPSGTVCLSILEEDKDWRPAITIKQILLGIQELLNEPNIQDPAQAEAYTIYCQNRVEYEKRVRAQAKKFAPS
p-CIP stab down: p/CIP protein destabilization; Q05BA5; F442A p/CIP-EGFP cells, EGFP fluorescence, 16 h; decrease of EGFP signal, % at 10 µM; 0.01% of 290,000 active; AID 1984;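 active = EGFP signal decrease of at least 30% at 10 µM or well 3 SD below plate mean, unless failing retest; inactive = the rest, including hits failing retest or dose response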; note: some compounds called inactive have numbers as strong as hits; many of its hits are not listed in these tables
MEKK3 PB1 HTS: raises or lowers MEK5 binding to the human MEKK3 PB1 domain. Q99759. bead-based flow cytometry, Alexa488-MEK5 binding to MEKK3; actives lie on both sides; 0 = blocked by unlabeled MEK5, 100 = vehicle. binding response (% of control), % at 10 µM. 1.4% of 290,000 active. AID 1529;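 active = binding response more than 3 SD above or below the average of its plate-row segment, actives on both sides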;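 note: Alexa488 bead fluorescence after subtracting the streptavidin-only scavenger bead signal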
Target sequence (Q99759 whole entry, looked up, the tested form may be a part): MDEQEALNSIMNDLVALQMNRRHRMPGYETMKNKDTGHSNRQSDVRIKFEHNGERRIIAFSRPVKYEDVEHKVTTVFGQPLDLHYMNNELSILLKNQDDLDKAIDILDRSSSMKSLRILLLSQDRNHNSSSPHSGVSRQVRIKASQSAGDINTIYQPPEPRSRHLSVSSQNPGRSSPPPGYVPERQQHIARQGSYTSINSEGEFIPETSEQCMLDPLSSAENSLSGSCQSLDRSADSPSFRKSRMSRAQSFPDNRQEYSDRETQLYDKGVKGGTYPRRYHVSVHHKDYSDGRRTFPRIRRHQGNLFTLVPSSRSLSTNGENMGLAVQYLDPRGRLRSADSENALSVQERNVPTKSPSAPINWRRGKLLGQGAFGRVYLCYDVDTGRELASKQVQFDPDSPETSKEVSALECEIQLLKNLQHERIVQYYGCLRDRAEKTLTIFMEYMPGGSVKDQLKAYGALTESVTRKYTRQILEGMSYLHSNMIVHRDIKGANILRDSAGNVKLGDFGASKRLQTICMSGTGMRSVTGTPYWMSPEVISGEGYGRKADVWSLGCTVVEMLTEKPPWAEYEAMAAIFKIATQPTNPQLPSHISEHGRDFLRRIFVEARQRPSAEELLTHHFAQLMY
IMP-1 inh: blocks Pseudomonas aeruginosa IMP-1 metallo-beta-lactamase | 0.45% of 290,000 active | purified IMP-1, nitrocefin hydrolysis, epi-absorbance fluorescence | inhibition, % at 5.6 µM;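 active = inhibition above the mean plus 3 SD of all compounds in the same screening run, cut at about 4.5% in these data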;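 note: 0% = IMP-1 with DMSO and 100% = DMSO wells lacking enzyme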
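System: Purified recombinant IMP-1 metallo-beta-lactamase enzyme | Measured by: Fluorescence quenching readout, ex 480/em 530 nm | Replication: Singlicate | Incubation: 15 min preincubation plus 25 min reaction at 25 °C | Evaluation: Percent inhibition from optical density relative to buffer-blank wells | Benchmarks: DMSO with and without IMP-1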
Active calls of the source: *; · = no result given; & = joins results of further samples. These rows are one share of the data; rates above refer to the full screens.

Results follow in this order: DNA FID counter, HCV NS3 hel inh, VIM-2 inhibitor, PHOSPHO1 block, IDE cell activ, UBC9 SUMO inh, p-CIP stab down, MEKK3 PB1 HTS, IMP-1 inh
CC(C)C[C@@H]1NC(=O)[C@H](C(C)C)NC(=O)c2cc([N+](=O)[O-])cc(I)c2OCC[C@@H](C(N)=O)NC1=O
    -31, 8, -0.7, -9, 4, -4, -4, 99, -3.3
Cn1nnnc1SCC(=O)Nc1nc(-c2ccc(F)c(F)c2)cs1
    -17, -4, -3.1, -14, 3, -6, 3, 105, -1.5
O=c1c2ccccc2[nH]c(=S)n1CCC1=CCCCC1
    0, 6, -5.1, -7, -1, 16, 4, 122, -3.6
O=C(Nc1ccc(Nc2ccccc2)cc1)c1ccc(Br)cc1
    3, 14, -2.4, 8, -1, 8, -4, 92, -2.3
CNC(=O)Nc1ccccc1C(=O)Nc1ccccc1
    -6, 6, -0.7, 15, 7, 1, -4, 100, -2.9
CC(NC(=O)COC(=O)CC(c1ccccc1)c1ccccc1)c1ccccc1 (stereo not given)
    -32, -12, -2.4, -4, 1, -3, 4, 104, -1.7
Cc1ccc2c(-c3ccc([N+](=O)[O-])cc3)cc(=O)[nH]c2c1
    -1, -5, -0.5, 12, 7, 19, 10, 102, -2.7
COc1cccc(/C=C2\SC(=O)N(CCC(=O)N3CCCCC3CCO)C2=O)c1 (stereo not given)
    -37, 0, -0.5, 5, 3, 4, 8, 99, 1.6
Cc1cc2nc3c(nc2cc1C)C1(C(=O)N(C)C)CCC3(C)C1(C)C (stereo not given)
    -33, -2, -4.7, 10, -2, 10, -3, 100, -2.6
CC1(C)CC(=O)C=C(Nc2ccc3c(c2)OCCO3)C1
    -2, 2, 0.9, 14, -15, -7, 7, 101, -0.9
Cc1ncc([N+](=O)[O-])n1CC(=O)Nc1ccc(Br)cc1
    1, 8, -2.6, 19, -2, 6, 2, 103, -3.0
CC(=O)c1ccc(NC(=O)NC2CCCc3ccccc32)cc1 (stereo not given)
    -20, -4, -2.0, 48, 0, 11, -6, 102, -1.6
Cc1onc(-c2ccccc2)c1C(=O)N/N=C/c1cc2c(cc1Br)OCO2
    -10, -8, -3.0, -8, -4, -19, -2, 100, -3.5
CCNc1nc(NCC)n2c(SCC(=O)N3CC4(C)CC3CC(C)(C)C4)nnc2n1 (stereo not given)
    -31, -9, -2.8, -11, 6, -6, -2, 98, -1.5
CC(C)(C)c1ccc(OCCOCCn2cnc3ccccc3c2=O)cc1
    -30, -6, -1.2, 10, 2, -11, -6, 99, -1.1
Cc1cccc(Nc2nnc(SCC(=O)NCc3cccs3)s2)c1
    -17, -3, 0.0, 34, 0, 9, 8, 109, -1.3
Cc1cccc(N=C2NN=C(c3ccc4c(c3)OCCO4)CS2)c1
    -7, -8, -4.0, 53, 1, -16, -2, 104, -3.2
CC(C(=O)O)c1ccc(-c2ccccc2)c(F)c1 (stereo not given)
    -4, 8, -1.4, -1, 9&3, -15, 10, 94&100&110, -2.0
O=C(NCC1CCCO1)C1CCN(C2CCN(CCCC3CCCC3)CC2)CC1 (stereo not given)
    18, -6, -2.9, 44, 4, 13, -11, 104, -3.7
COc1ccc(CC(=O)NCC2(N3CCCCC3)CCCCC2)cc1
    -1, -14, -0.1, -17, 0, 1, 3, 80, -1.8
O=Cc1ccc(OCCN2CCCC2=O)cc1
    -1, 7, -0.4, 45, -2, -7, -13, 104, -5.0
Cc1nc(NC(=O)/C=C/c2ccccc2)sc1C(=O)Nc1cccc(Cl)c1
    -4, 12, -2.0, 2, -9, 14, 6, 103, -3.4
Cc1cc(OCC(=O)Nc2ccc(N3CCCC3)cc2)cc(C)c1Cl
    6, -20, -0.6, 3, 4, 1, 2, 105, 0.9
O=C(COc1ccc(Cl)cc1)NCCSCc1cccc(Cl)c1
    -22, -5, -3.9, 27, 4, -29, 0, 108, -3.4
COc1ccc(CCC(=O)Nc2nc(C)c(C(=O)N(C)C)s2)cc1
    -32, 31, -3.6, 38, 4, 13, -8, 100, 11*
C/C(CC(=O)Nc1ccc(N(C)C)cc1)=N\NC(=O)c1cnccn1
    -11, -8, -3.2, -8, 5, -6, -4, 96, -3.1
CC(C)C(C)NC(=O)COc1ccc(S(=O)(=O)N2CCOCC2)cc1Cl (stereo not given)
    -23, 10, -3.3, 23, 3, 1, 6, 100, -1.7
CCOc1ccc(C2=NNC(c3cccs3)=Nc3ccc(OCC)cc32)cc1
    -15, -3, -3.9, 23, ·, -12, 3, ·, -1.8
CCCCn1c(SCC(=O)NCc2ccco2)nc2cc(S(N)(=O)=O)ccc21
    -7, 5, -0.6, -1, -4, 28, -8, 105, -4.3
O=C(O)c1ccccc1CSc1nnnn1-c1ccccc1
    -9, -5, -2.4, 13, 5, 9, -6, 95, -3.1
Cc1cc(NC(=O)CSc2nccn2-c2ccc([N+](=O)[O-])cc2)no1
    4, -9, 2.2, 6, 12, 5, -8, 110, -2.2
COc1ccc(NCc2nnc(SCC(=O)NCc3ccco3)n2-c2ccccc2OC)cc1
    -21, 9, -2.1, -32, 0, 9, -3, 99, -1.6
O=C(CN1C(=O)NC2(CCCC2)C1=O)Nc1ccc(Cl)cc1C(F)(F)F
    -9, 7, -3.5, 15, 4, 21, -15, 102, -2.8
CC1Cc2ccccc2N1C(=O)COC(=O)CNC(=O)c1ccc(Br)o1 (stereo not given)
    -13, 4, -3.6, -31, 4, 15, 4, 106, -2.8
CC(=O)Nc1ccc2nsnc2c1
    0, 0, -1.1, -12, ·, 22, -8, 106, -2.8
C#CCCCCCCC#CCN(C)C
    1, -1, -0.6, -10, 1, 10, -12, 101, -3.0
COC(=O)c1cn(Cc2ccc(C(F)(F)F)cc2)cc(F)c1=O
    -2, 16, -2.3, 32, 6, 12, -7, 108, -2.3
O=C(Nc1ccc(N2CCCCC2)cc1)C(Cl)c1ccccc1 (stereo not given)
    -7, -8, -4.5, 57, -4, -11, -7, 101, -3.3
Cc1ccc(CNC(C)c2ccccc2)cc1 (stereo not given)
    4, -14, -0.9, -3, 4, 14, -5, 106, -2.6
O=C(NNc1cccc(Cl)n1)Nc1ccccc1F
    -5, 1, -0.8, 4, 4, 15, 2, 104, 0.5
O=S(=O)(NCCc1csc(-c2cccnc2)n1)c1cccs1
    -9, 7, -0.7, 6, 4, -9, 0, 106, -4.5
Cc1nnc(NC(=O)CSc2ncnc3scc(-c4ccccc4)c23)s1
    -4, 1, -2.5, 7, -2, -60, 1, 99, -2.8
COc1cccc(C(=O)NNC(=O)CCc2ccccc2)c1
    -2, -16, -2.1, 4, 6, 6, -1, 104, -2.0
CCS(=O)(=O)N1Cc2ccccc2CC1C(=O)Nc1nc2ccc(C)cc2s1 (stereo not given)
    -4, -26, -6.3, -6, -2, 2, -6, 107, -3.2
Cc1csc(NC(=O)C2C3C=CC(O3)C2C(=O)O)n1 (stereo not given)
    0, -3, -0.2, 9, 5, 18, -11, 111, -1.6
NC(=O)CSc1nnc(-c2cccnc2)n1CCc1ccccc1
    2, -1, -0.8, 21, -1, 28, -17, 105, -0.9
O=C(c1cc(COc2cccc(C(F)(F)F)c2)on1)N1C[C@H]2CC[C@H]1C2
    -27, -3, -4.6, 42, -2, 1, -9, 103, -1.8
CN(CC(=O)Nc1ccc(F)cc1)C(=O)c1ccc(-c2ccc(Cl)cc2)o1
    -16, -10, -2.0, ·, -1, 0, 5, 105, -1.8
Cc1ccc(NC(=O)COC(=O)C2C3CC4OC(=O)C2C4C3)cc1Cl (stereo not given)
    -15, 6, 0.0, 23, 10, 3, -5, 100, -1.3
COc1ccc(N2CCN(S(=O)(=O)c3ccc4c(c3)NC(=O)C(C)S4)CC2)cc1 (stereo not given)
    -25, -11, -1.7, 6, 2, 9, -18, 102, -2.7
Cc1cc(Cl)c(S(=O)(=O)Nc2ccc3c(c2)OCO3)cc1OCC(N)=O
    -6, -3, -5.4, 25, 1, 0, 18, 107, -5.9
CCc1sc(C(=O)Nc2ncccc2O)cc1C
    -8, 3, -3.9, 4, 1, -6, 7, 102, -2.8
S=c1[nH]cc(-c2ccc(Cl)cc2)n1Cc1ccccc1
    -15, 1, -5.2, -33, -18, 2, -8, 100, -0.3
Cc1cc(C)c2[nH]c(=O)c(CN(CC3CCCO3)C(=O)c3cnccn3)cc2c1 (stereo not given)
    -15, 3, -2.9, 30, 3, 11, -9, 99, -1.9

By substructure: those above with a Cl atom
Results follow in this order: DNA FID counter, HCV NS3 hel inh, VIM-2 inhibitor, PHOSPHO1 block, IDE cell activ, UBC9 SUMO inh, p-CIP stab down, MEKK3 PB1 HTS, IMP-1 inh
Cc1nc(NC(=O)/C=C/c2ccccc2)sc1C(=O)Nc1cccc(Cl)c1
    -4, 12, -2.0, 2, -9, 14, 6, 103, -3.4
Cc1cc(OCC(=O)Nc2ccc(N3CCCC3)cc2)cc(C)c1Cl
    6, -20, -0.6, 3, 4, 1, 2, 105, 0.9
O=C(COc1ccc(Cl)cc1)NCCSCc1cccc(Cl)c1
    -22, -5, -3.9, 27, 4, -29, 0, 108, -3.4
CC(C)C(C)NC(=O)COc1ccc(S(=O)(=O)N2CCOCC2)cc1Cl (stereo not given)
    -23, 10, -3.3, 23, 3, 1, 6, 100, -1.7
O=C(CN1C(=O)NC2(CCCC2)C1=O)Nc1ccc(Cl)cc1C(F)(F)F
    -9, 7, -3.5, 15, 4, 21, -15, 102, -2.8
O=C(Nc1ccc(N2CCCCC2)cc1)C(Cl)c1ccccc1 (stereo not given)
    -7, -8, -4.5, 57, -4, -11, -7, 101, -3.3
O=C(NNc1cccc(Cl)n1)Nc1ccccc1F
    -5, 1, -0.8, 4, 4, 15, 2, 104, 0.5
CN(CC(=O)Nc1ccc(F)cc1)C(=O)c1ccc(-c2ccc(Cl)cc2)o1
    -16, -10, -2.0, ·, -1, 0, 5, 105, -1.8
Cc1ccc(NC(=O)COC(=O)C2C3CC4OC(=O)C2C4C3)cc1Cl (stereo not given)
    -15, 6, 0.0, 23, 10, 3, -5, 100, -1.3
Cc1cc(Cl)c(S(=O)(=O)Nc2ccc3c(c2)OCO3)cc1OCC(N)=O
    -6, -3, -5.4, 25, 1, 0, 18, 107, -5.9
S=c1[nH]cc(-c2ccc(Cl)cc2)n1Cc1ccccc1
    -15, 1, -5.2, -33, -18, 2, -8, 100, -0.3
